D1 potentiator: human D1 dopamine receptor positive modulation; HEK293 TREx D1 cells, calcium flux, dopamine EC20 potentiation; actives 0.036% (n = 360,000); AID 504651; potentiation, % at 10 µM; in the data active means potentiation above about 30%; further: 0% is about no effect
Glioma ERSR ind: induces the endoplasmic reticulum stress response in human glioma cells. Potency, µM, without a hit: top-dose activation, hits mostly activators. U87-MG GRP78 promoter luciferase reporter, 16 h. actives 0.02% (n = 420,000); further: potency means the concentration at half of the fitted maximal effect; series mostly up to about 76 µM; % of control where 0% means no effect; nearly all actives have a fitted effect of over 35% in size
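Stably transfected U87-MG human glioma cells carrying a GRP78-based luminescent sensor were seeded at 1000 cells/well, pin-dosed with compounds and incubated 16 h. Luciferase reagent was then added, and end-point luminescence was read after 10 min at room temperature.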
RXFP1 ag: RXFP1 (human) receptor agonism; Q9HBX9; HEK293T-RXFP1 cAMP TR-FRET, 30 min; response scale: percent of porcine relaxin response, buffer zero; Potency, µM (top dose mostly 57.5 µM), for inactives: top-dose activation, usual class: activators; actives 0.3% (n = 370,000); AID 2676; further: potency means the concentration at half of the fitted maximal effect; on the % scale 0 is the no-effect control and ±100 the full control effect; nearly all actives have a fitted effect of over 60% in size; many of its hits are not listed in these tables
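Agonist response is measured as cAMP accumulation in an RXFP1-transfected HEK293T line under PDE4 inhibition. Values are scaled between buffer-only and 29 nM porcine relaxin, and EC50s come from standard Hill equation fits.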
D1 agonist: activates the human D1 dopamine receptor; AID 504660; actives 1% (n = 360,000); activation, % at 2 µM; HEK293 T-REx D1 cells, calcium flux, agonist mode; P21728; in the data active means activation above about 30%; further: 0% is about no effect
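Tetracycline-induced HEK293 TREx D1 cells, force-coupled to calcium signalling, were dye-loaded with a no-wash calcium kit. Compound was pin-added after a 10 s baseline. Fluorescence was read kinetically at 1 cycle/s for 180 s, with calcium rises flagged as agonism.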
Vif-A3G inh: Vif-A3G binding inhibition; actives 0.076% (n = 410,000); Potency, µM (doses to about 46.1 µM), for the others: top-dose activity, negative = active, usual class: inhibitors; HeLa A3G-eYFP + Vif (tagged APOBEC3G with the HIV-1 protein that degrades it), YFP fluorescence, overnight; AID 602310;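 further: potency means the concentration at half of the fitted maximal effect; on the % scale 0 is the no-effect control and ±100 the full control effect; nearly all actives have a fitted effect of over 60% in size; hits raise eYFP signal because A3G escapes Vif-driven loss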
Target sequence (Q9HC16 whole entry, looked up): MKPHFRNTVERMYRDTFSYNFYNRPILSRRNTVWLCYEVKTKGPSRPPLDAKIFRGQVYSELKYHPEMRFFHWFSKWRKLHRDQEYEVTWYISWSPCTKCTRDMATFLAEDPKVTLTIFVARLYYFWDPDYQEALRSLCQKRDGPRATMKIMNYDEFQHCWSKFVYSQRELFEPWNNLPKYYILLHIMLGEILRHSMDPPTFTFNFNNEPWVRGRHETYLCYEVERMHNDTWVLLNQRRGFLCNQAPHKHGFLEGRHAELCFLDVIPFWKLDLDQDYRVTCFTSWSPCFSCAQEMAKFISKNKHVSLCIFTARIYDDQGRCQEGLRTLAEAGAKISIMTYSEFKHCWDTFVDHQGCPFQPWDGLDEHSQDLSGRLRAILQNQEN
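HeLa cells stably expressing Vif and C-terminally eYFP-tagged A3G, seeded overnight at 37 deg C, then exposed to compound by pintool overnight at 37 deg C. Rise in yellow fluorescence (Ex 488/Em 500-530, Acumen) marks blocked Vif-driven A3G degradation.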
Vif-A3F inh: blocks the Vif interaction with APOBEC3F; Potency, µM (top dose mostly 46.1 µM), inactives show at the top dose activity, negative = active; AID 602313; actives 0.2% (n = 390,000); HeLa A3F-eYFP + Vif (tagged APOBEC3F with the HIV-1 protein that degrades it), YFP fluorescence increase; further: potency means the concentration at half of the fitted maximal effect; % of control where 0% means no effect; nearly all actives have a fitted effect of over 65% in size
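HeLa cells stably expressing Vif plus C-terminally eYFP-tagged A3F were seeded, incubated overnight at 37 deg C, dosed with compound, incubated overnight again at 37 deg C. Yellow fluorescence (Ex 488/Em 500-530) reported blocked Vif-mediated A3F-eYFP degradation.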
D1 antag: human D1 dopamine receptor antagonism; P21728; HEK293 TREx D1 cells, calcium flux, dopamine EC80; hits give low values; activity change, negative = inhibition, % at 10 µM; AID 504652; actives 3.2% (n = 360,000); in the data active means activity change below about -30%; further: on the % scale 0 is the no-effect control and ±100 the full control effect
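HEK293 T-REx cells expressing inducible, force-coupled D1 receptor; no-wash Ca dye, 30–90 min RT. Cmpd → 180 s read at 1 Hz → EC80 DA → 180 s read.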
LDHA inh: LDHA (human) enzyme inhibition; P00338; purified LDHA, NADH/diaphorase-resazurin fluorescence; hits give low values; activity change, % (values are at about 110 or 230 µM); actives 0.15% (n = 480,000); in the data active means activity change below about -30%; inconclusive means mostly about -25% to -30%;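 further: plate controls were DMSO wells for no effect and wells without enzyme for full effect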
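LDH5 2 nM; NADH 0.06 mM, pyruvate 0.2 mM; 200 mM Tris pH 7.4, EDTA, Tween-20; 5 min RT. Detection: diaphorase 0.133 mg/mL + resazurin 37 µM, fluorescence ex540/em590 at 0 and 20 min; normalized to enzyme-free and DMSO wells.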
D2 PAM: D2 dopamine receptor (human) potentiation; P14416; HEK293 T-REx D2, calcium flux, EC20 dopamine potentiation; potentiation, % at 10 µM; actives 0.34% (n = 340,000); AID 485347;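 active means potentiation over 3 SD above the plate norm, cut at about 30% in these data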; further: 0% is about no effect
Target sequence (P14416 whole entry, looked up): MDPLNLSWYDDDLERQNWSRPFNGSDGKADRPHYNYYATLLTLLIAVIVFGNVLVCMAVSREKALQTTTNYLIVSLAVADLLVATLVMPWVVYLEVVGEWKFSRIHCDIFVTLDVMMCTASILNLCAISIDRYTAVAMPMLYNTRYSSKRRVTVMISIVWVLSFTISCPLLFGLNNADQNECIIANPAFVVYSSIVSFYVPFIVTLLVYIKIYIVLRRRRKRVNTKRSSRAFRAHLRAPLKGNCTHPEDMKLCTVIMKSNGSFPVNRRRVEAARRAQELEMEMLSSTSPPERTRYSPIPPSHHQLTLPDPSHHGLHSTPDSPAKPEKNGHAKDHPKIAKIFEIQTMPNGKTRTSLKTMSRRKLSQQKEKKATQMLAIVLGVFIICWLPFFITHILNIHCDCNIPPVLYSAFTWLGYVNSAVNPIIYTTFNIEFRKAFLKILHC
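Tetracycline-induced HEK293 T-REx cells force-coupled to calcium signalling expressed D2; compounds were pin-added after a 10 s baseline, read kinetically 180 s, then an EC20 dopamine challenge followed with a further 180 s calcium read.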
* marks the source's active call; other numbers are inactive results; u = inconclusive; x = no result given. Unless noted, the call rests on the fitted dose curve; in most records, active means well fitted curve in the direction sought with a large enough effect; inconclusive means small, poorly fitted or top-dose-only effect, or another doubt; inactive means no such curve, though single readings can be large; an effect the other way counts as inactive or inconclusive.

SMILES	D1 potentiator	Glioma ERSR ind	RXFP1 ag	D1 agonist	Vif-A3G inh	Vif-A3F inh	D1 antag	LDHA inh	D2 PAM
CN(CCc1ccccn1)C1CCCN(S(=O)(=O)c2ccccc2)C1 (centres undefined)	-11.5	-3.0%	0.0%	2.7	2.3%	-4.1%	12.1	-6.3	-3.1
Cc1cccc(/C=N/c2sc3c(c2C(=O)OC(C)(C)C)CCN(C)C3)c1O	1.6	-1.7%	0.6%	4.6	1.5%	0.0%	1.5	-0.4	5.0
COc1ccc(OC)c(S(=O)(=O)NCc2ccccn2)c1	-0.7	1.4%	11.4%	2.9	0.1%	1.0%	2.5	-7.6	0.1
Cc1cc(=O)[nH]c(-c2ccc(Cl)cc2)n1	-0.5	-5.1%	0.1%	1.8	0.0%	-13.6%	13.8	-5.7	1.6
CCOC(=O)C1CCCN(C(=O)c2cc3c(=O)n4ccccc4nc3s2)C1 (centres undefined)	-1.1	0.0%	u	0.2	0.7%	6.0%	-8.8	0.2	44.2*
Cn1c(C(=O)NN)cc2cc(OCc3ccccc3)ccc21	x	-2.3%	x	x	1.1%	-0.5%	x	-2.5	x
CCCC(C(=O)NC1CCCC1)N(Cc1ccc2c(c1)OCO2)C(=O)c1snc(C(N)=O)c1N (centres undefined)	1.2	0.3%	-1.0%	7.0	-8.0%	-10.1%	2.1	-2.9	4.8
Cc1c(C(=O)N/N=C/c2cccs2)nc2ccccn12	-2.4	1.6%	-0.6%	3.5	-3.4%	5.2%	-1.8	-13.9	7.0
Cc1ncsc1C(=O)Nc1cccc(C(F)(F)F)c1	-1.4	-4.7%	0.1%	1.0	1.3%	8.1%	4.2	-4.6	-1.0
COc1ccc(CNC(=O)CSc2nc(SC)ns2)cc1	-8.9	-3.0%	0.6%	-1.3	1.5%	0.8%	-15.7	-8.0	-10.5
COc1ccccc1NC(=O)CSc1nc2[nH]ncc2c(=O)[nH]1	-3.0	-2.7%	0.0%	1.6	1.4%	6.1%	-3.3	-1.5	-6.0
CCN(CC)C(=O)Cn1cc(S(=O)(=O)CC(=O)NCc2ccc3c(c2)OCO3)c2ccccc21	-2.8	-1.8%	-2.5%	2.6	-0.7%	-3.7%	-12.2	-1.7	6.7
Cc1occc1-c1nnc(SCC(=O)c2ccccc2)n1CC1CCCO1 (centres undefined)	-2.3	4.0%	-0.7%	22.4	-0.8%	0.7%	47.4	-3.5	10.0
O=C(O)/C=C/C(=O)Nc1ccc2nccnc2c1	-2.9	4.1%	9.5%	1.4	0.4%	-10.5%	-12.2	6.2	6.4
COc1ccc(C2=C(C=Nc3c(C)n(C)n(-c4ccccc4)c3=O)C(c3ccccc3C)c3ccccc3O2)cc1OC (centres undefined)	-7.1	-5.4%	-0.5%	1.4	4.9%	-7.4%	-3.9	1.0	0.5
O=C(Cn1c(=O)c2cccn2c2cccnc21)NCc1ccccc1F	1.9	-0.5%	22.8%	-0.4	-2.4%	7.2%	-29.3	-12.0	1.9
COc1ccc(S(=O)(=O)NCC2CCCO2)c(Cl)c1Cl (centres undefined)	2.2	-5.1%	-0.1%	1.9	-2.1%	-12.3%	5.5	-6.1	-0.8
CCOC(=O)c1sc(NC(=O)c2cc3n(n2)C(C(F)(F)F)CC(c2ccccc2)N3)c(C(=O)OCC)c1C (centres undefined)	-8.7	-3.2%	0.3%	7.3	0.9%	-7.2%	-23.1	-11.1	6.2
Cc1cccc(CSc2ncc(Cl)c(C(=O)Nc3nc4ccc(F)cc4s3)n2)c1	1.6	-2.6%	-1.0%	-0.2	1.9%	0.0%	-12.7	-5.5	7.0
CCOC(=O)c1cc(S(=O)(=O)N2CCN(c3cc(C)ccc3C)CC2)[nH]n1	-2.0	-2.3%	2.9%	7.0	1.8%	0.3%	-17.1	6.5	-11.7
COc1ccc(C(=O)CN2CCN(S(=O)(=O)c3cccc([N+](=O)[O-])c3)CC2)cc1OC	0.3	-4.4%	-0.1%	8.7	1.9%	0.6%	-1.7	0.1	-1.3
O=[N+]([O-])c1ccc(NCCCNS(=O)(=O)c2ccc(Cl)cc2)c(Cl)c1	-7.8	-2.7%	4.2%	2.3	-0.4%	1.0%	-20.3	0.3	0.7
CCN(CC)c1ccc(/C=C/C(=O)c2ccc(Br)cc2)cc1	-7.7	-2.4%	1.4%	425.5*	u	25.1µM*	-67.4*	-9.2	-21.3
O=C(COC(=O)CCC(=O)c1cccs1)Nc1ccc(Cl)cn1	-8.4	-4.0%	0.9%	13.1	2.5%	2.6%	-4.5	-0.3	2.9
COc1cccc(Nc2sc(C(=O)c3ccc(F)cc3)c(N)c2C(=O)NCc2ccc(C)cc2)c1	-4.5	-0.1%	2.1%	16.5	-2.3%	-3.3%	-3.2	0.2	-0.4
Following part:
SMILES	D1 potentiator	Glioma ERSR ind	RXFP1 ag	D1 agonist	Vif-A3G inh	Vif-A3F inh	D1 antag	LDHA inh	D2 PAM
CCc1nc(Nc2cc(OC)ccc2OC)c2oc3ccccc3c2n1	3.0	-7.7%	12.7%	1.4	-0.3%	-12.6%	26.1	-1.4	1.2
Cc1ccc(CNC(=O)C(c2ccccc2)c2ccccc2)cc1	-8.3	-5.6%	1.7%	8.7	2.4%	-3.6%	-15.0	-7.2	x
Cc1cccc(C)c1NC(=O)CNC(=O)C1CCCN(C(=O)c2ccc(Cl)cc2)C1 (centres undefined)	-10.7	-2.5%	-0.9%	1.2	-1.5%	5.8%	-18.5	-2.7	3.5
O=C(Nc1cccc(O)c1)c1cc(-c2cccs2)on1	-8.5	-5.6%	2.1%	9.0	-4.0%	-3.7%	-38.1*	-1.4	-21.5
Cc1cccc2sc(NC(=O)CNS(=O)(=O)c3ccc(Br)s3)nc12	x	-0.3%	1.4%	x	-0.1%	-8.2%	x	-1.0	x
COc1ccc(-c2nn(-c3ccccc3)cc2C(=O)N2c3ccc(C)cc3C3CN(C)CCC32)cc1 (centres undefined)	0.9	-5.0%	0.3%	7.0	-2.6%	6.8%	-11.6	-1.4	-8.8
Cc1cccc2cc3cccc(C)c3nc12	3.9	-0.2%	-2.0%	2.2	-4.2%	-6.9%	-5.3	-3.8	11.2
Cc1cccc(NS(=O)(=O)c2cccc(C(=O)NCCCN3CCCC3=O)c2)c1	-2.9	-2.3%	-0.1%	-0.8	-6.2%	-0.3%	-0.3	-5.9	-12.3
COc1ccccc1N1CC(C(=O)OCC(=O)c2c(N)n(C)c(=O)n(C)c2=O)CC1=O (centres undefined)	x	-4.1%	x	x	-1.0%	-3.6%	x	-12.5	x
O=[N+]([O-])c1cccc(-c2nc(NCc3ccccc3)c3ccccc3n2)c1	-2.7	-3.7%	2.3%	3.4	-0.1%	0.2%	27.1	1.2	15.3
C=CCn1c(SCC(=O)CC(=O)OCC)nc2cc(C(=O)N3CCC(C(N)=O)CC3)ccc2c1=O	4.0	-4.5%	4.1%	-0.4	-0.4%	-12.2%	10.1	6.3	2.8
O=C(CNC1CCN(Cc2ccccc2)CC1)Nc1ccc(S(=O)(=O)N2CCCCC2)cc1	-2.8	-3.9%	-0.1%	1.4	1.5%	1.7%	8.8	-1.8	-29.2
CCOCCCNC(=S)Nc1ccc2nc3n(c(=O)c2c1)CCCCC3	-3.6	-1.3%	-0.5%	3.3	-0.1%	-13.8%	-9.6	-2.1	-1.0
Cc1cc(Cl)ccc1OCCCC(=O)NNC(=O)c1ccccc1O	2.4	-2.1%	0.7%	11.7	-4.4%	5.1%	-7.0	2.1	-12.8
Fc1cccc(Cl)c1CNC(c1ccccc1)c1ccccc1	-1.2	-1.6%	-0.8%	5.3	-0.7%	-10.1%	21.7	3.4	3.6
Cc1c(C(=O)OCC(=O)Nc2ccc(N3CCOCC3)cc2)oc2ccccc12	1.2	-4.2%	1.5%	2.3	-5.6%	2.7%	1.1	-2.8	-1.6
COc1ccccc1-n1cnnc1SCC(=O)Nc1cccc(S(=O)(=O)N2CCCCC2)c1	-3.6	x	2.9%	4.4	x	x	-1.3	x	15.7
O=C(/C=C/c1ccccc1)Oc1cccc2cccnc12	5.8	-0.4%	-2.0%	2.6	u	0.4%	-9.0	2.5	1.9
O=C(Nc1ccc(Cl)cc1)c1cccc(NC2=NC3CS(=O)(=O)CC3S2)c1 (centres undefined)	-7.7	-1.7%	0.0%	3.7	5.0%	-0.6%	-8.6	-5.7	-5.7
CN(C)S(=O)(=O)c1ccc(C(=O)Nc2nnc(SCC(=O)N3CCOCC3)s2)cc1	x	0.7%	x	x	0.6%	-3.1%	x	-2.6	x
COC(=O)c1ccc(OC)c(CN2C(=O)N(c3ccc(C(C)=O)cc3)S(=O)(=O)c3ccccc32)c1	-4.5	-2.1%	2.4%	13.4	-1.4%	0.5%	-1.2	-3.0	-0.6
Cc1ccc(S(=O)(=O)N2CCN(CCO)CC2)cc1-c1nnc2c3ccccc3c(C)nn12	x	-6.9%	x	x	1.2%	1.0%	x	5.9	x
COc1ccccc1CCC(=O)OCC(=O)Nc1ccc2[nH]c(=O)[nH]c2c1	-4.5	-4.6%	1.9%	1.8	-0.4%	1.3%	-21.2	1.0	-2.9
COc1ccc(-c2nnc(N(C)C(=O)C3CCCO3)s2)cc1 (centres undefined)	-6.0	-3.0%	2.7%	-1.4	0.7%	-8.7%	-1.4	-3.0	1.7

Three structures already listed, ordered by length of the SMILES, lowest first:
SMILES	D1 potentiator	Glioma ERSR ind	RXFP1 ag	D1 agonist	Vif-A3G inh	Vif-A3F inh	D1 antag	LDHA inh	D2 PAM
Cc1c(C(=O)N/N=C/c2cccs2)nc2ccccn12	-2.4	1.6%	-0.6%	3.5	-3.4%	5.2%	-1.8	-13.9	7.0
COc1ccc(-c2nnc(N(C)C(=O)C3CCCO3)s2)cc1 (centres undefined)	-6.0	-3.0%	2.7%	-1.4	0.7%	-8.7%	-1.4	-3.0	1.7
CCOC(=O)c1cc(S(=O)(=O)N2CCN(c3cc(C)ccc3C)CC2)[nH]n1	-2.0	-2.3%	2.9%	7.0	1.8%	0.3%	-17.1	6.5	-11.7

These rows are one share of the data. The share of hits here may be higher or lower than overall.
